Bioassay records (PubChem)
M5 PAM: potentiates acetylcholine response at human M5 receptor. 0.3% of 360,000 active. CHO-K1 hM5, Fluo-8 calcium, ACh EC20 PAM; 0% = ACh EC20, 100% = ACh EC100. activation, % at 3 µM;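 active = activation above the run cutoff, the mean activation of all test compounds plus 3 SD, cut at about 18% in these data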
Target sequence (P08912 whole entry, looked up): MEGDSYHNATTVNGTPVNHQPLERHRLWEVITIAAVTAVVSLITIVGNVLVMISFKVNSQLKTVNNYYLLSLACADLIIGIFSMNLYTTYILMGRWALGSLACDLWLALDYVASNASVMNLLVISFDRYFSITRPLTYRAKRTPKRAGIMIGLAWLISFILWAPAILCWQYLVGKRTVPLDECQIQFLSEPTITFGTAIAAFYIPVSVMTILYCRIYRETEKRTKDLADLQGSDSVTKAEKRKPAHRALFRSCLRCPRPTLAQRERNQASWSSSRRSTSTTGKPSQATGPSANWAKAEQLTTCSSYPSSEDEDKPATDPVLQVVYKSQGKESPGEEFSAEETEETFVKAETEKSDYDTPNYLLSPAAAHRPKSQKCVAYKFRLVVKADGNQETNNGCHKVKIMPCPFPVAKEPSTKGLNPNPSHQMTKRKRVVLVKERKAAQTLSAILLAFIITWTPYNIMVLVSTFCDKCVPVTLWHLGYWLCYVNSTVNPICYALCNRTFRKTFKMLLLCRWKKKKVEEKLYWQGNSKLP
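Test system: CHO-K1 hM5 cells / Doses: single-point, 3 µM nominal / Times: Post-acetylcholine fluorescence recording 140 s / Technique: Fluo-8 calcium fluorescence / Measure: Max/basal fluorescence ratio as % of EC20–EC100 ACh window / Benchmarks: low control EC20 acetylcholine (0%), high control EC100 acetylcholine (100%) / Replicates: one well per compound, no replicates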
CHRM4 antagonist: CHRM4 antagonism in calcium assay | inhibition, % at 3 µM | 0.73% of 360,000 active | CHO-hM4 cells, ACh EC80, Fluo-8 calcium fluorescence;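 active = inhibition above its plate's cutoff, the mean inhibition of sample wells plus 3 SD, cut at about 27% in these data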;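 also: 0% = acetylcholine EC80 with DMSO and 100% = DMSO without agonist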
Target sequence (P08173 whole entry, looked up): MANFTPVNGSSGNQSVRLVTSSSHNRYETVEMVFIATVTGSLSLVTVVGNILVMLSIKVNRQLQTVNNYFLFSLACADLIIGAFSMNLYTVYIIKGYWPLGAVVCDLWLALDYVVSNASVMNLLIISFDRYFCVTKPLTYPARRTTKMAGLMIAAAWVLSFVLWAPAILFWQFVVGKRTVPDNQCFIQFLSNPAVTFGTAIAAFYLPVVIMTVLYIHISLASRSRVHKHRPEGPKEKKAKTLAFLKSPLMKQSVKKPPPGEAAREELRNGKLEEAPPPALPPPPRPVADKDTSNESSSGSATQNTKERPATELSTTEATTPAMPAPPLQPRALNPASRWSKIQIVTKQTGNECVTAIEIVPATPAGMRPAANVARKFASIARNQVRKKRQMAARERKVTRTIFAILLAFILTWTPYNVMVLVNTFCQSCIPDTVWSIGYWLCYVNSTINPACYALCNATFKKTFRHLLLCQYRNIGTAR
CHRM5 antagonist: antagonists of human muscarinic M5 receptor (CHRM5); 0.59% of 360,000 active; CHO-hM5 cells, Fluo-8 calcium fluorescence, ACh EC80; inhibition, % at 3 µM;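 active = inhibition above a per-plate cutoff, the mean of that plate's test compounds plus 3 SD, cut at about 27% in these data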;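 also: 0% = acetylcholine EC80 with DMSO and 100% = DMSO without agonist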
CHRM4 agonist: CHRM4 agonism in calcium assay. P08173. CHO-K1 hM4/Gqi5, Fluo-8 calcium fluorescence; vehicle 0%, full acetylcholine response 100%. activation, % at 3 µM. 0.14% of 360,000 active. AID 624127;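 active = activation above the run mean over all test wells plus 3 SD, cut at about 32% in these data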;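 also: peak over basal fluorescence ratio per well then scaled between controls; 0% = DMSO wells and 100% = acetylcholine at EC100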
CHO-K1 Ca antag: counter-screen for M1 antagonists: effect in parental CHO-K1 cells | ATP-induced calcium, Fluo-8 fluorescence | inhibition, % at 3 µM | 0.6% of 360,000 active;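 active = inhibition above a per-plate cutoff, the plate's mean sample inhibition plus 3 SD, cut at about 24% in these data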;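 also: 0% = DMSO plus EC80 ATP and 100% = DMSO alone without ATP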
CHRM5 agonist: agonists of human muscarinic M5 receptor (CHRM5); P08912; CHO-K1 hM5 cells, Fluo-8 calcium fluorescence; 0% DMSO wells, 100% maximal acetylcholine response; activation, % at 3 µM; 0.19% of 360,000 active; AID 624037;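 active = activation above the run's mean over test compounds plus 3 SD, cut at about 23% in these data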;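 also: signal is peak over basal fluorescence ratio across the kinetic read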
M1 PAM parental: counter-screen for M1 PAMs: effect in parental CHO-K1 cells; ATP EC20, Fluo-8 calcium fluorescence; 0% at ATP EC20, 100% at ATP max; activation, % at 3 µM; 0.02% of 360,000 active; AID 602247;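 active = activation above the run cutoff, the mean activation of all test compounds plus 3 SD, cut at about 40% in these data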;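 also: peak over basal fluorescence ratio in a 140 s read after ATP addition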
M1 ag parental: M1 agonist counterscreen hit in parental CHO-K1 cells; Fluo-8 calcium fluorescence; scaled to maximal ATP response, vehicle zero; 0.48% of 360,000 active; activation, % at 3 µM; in the data active = activation above about 15%;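 also: untransfected CHO-K1 host cells lacking M1 receptor as counterscreen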
M4 PAM: CHRM4 positive allosteric modulation; 0.4% of 360,000 active; CHO-K1 hM4/Gqi5, Fluo-8 calcium fluorescence, ACh EC20; 0% = ACh EC20, 100% = maximal ACh; activation, % at 3 µM; AID 624126;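 active = activation above its plate's cutoff, the mean activation of sample wells plus 3 SD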; also: some results filed as inactive read as strong as hits
* hit, by the source's call.

#1 Cn1c(=O)n(C)c2cc(NC(=O)COc3ccc(F)cc3)ccc21
#2 Cc1cccc(NC(=O)CSc2nc3ccccc3nc2N2CCCCC2)c1
#3 Cc1ccc(-c2cc(=O)c3ccccc3[nH]2)cc1
#4 Cc1cccc(N(C(=O)CCC(=O)Nc2cc(C)on2)C(C(=O)NC2CCCC2)c2cccnc2)c1 (centres undefined)
#5 C=CCC(NCc1ccco1)c1ccc(OC)cc1 (centres undefined)
#6 COc1ccc(S(=O)(=O)N2CCc3ccccc3C2)cc1OC
#7 COC(=O)c1ccc(NC(=O)CSc2nnc(-c3ccccc3)n2C)cc1
#8 Cc1cc(-c2nnc3n2N=C(c2ccc(-c4ccccc4)cc2)CS3)n[nH]1
#9 CC1CCN(S(=O)(=O)c2ccc(NC(=O)c3ccccc3F)cc2)CC1
#10 COc1cc(C(=O)OCC(=O)Nc2cccc(S(=O)(=O)N3CCOCC3)c2)ccc1OCC(C)C

Assay by compound,1,2,3,4,5,6,7,8,9,10
M5 PAM,-1,-1,9,-1,0,-4,-4,-6,-1,4
CHRM4 antagonist,10,-27,2,-25,0,-10,-6,2,-1,-3
CHRM5 antagonist,5,0,15,4,5,3,-1,5,11,-4
CHRM4 agonist,3,0,-1,2,0,7,0,6,6,0
CHO-K1 Ca antag,-2,3,-20,-17,-9,-33,-1,2,-10,-3
CHRM5 agonist,8,0,-3,-5,-9,5,-4,2,1,1
M1 PAM parental,5,-7,11,13,12,19,4,11,2,14
M1 ag parental,2.6,-0.5,0.4,0.3,0.1,5.7,0.1,3.6,5.2,1.0
M4 PAM,-6,2,5,-1,0,5,17,4,-8,4

Next part, starting with the last 2 of the part before.
#9 CC1CCN(S(=O)(=O)c2ccc(NC(=O)c3ccccc3F)cc2)CC1
#10 COc1cc(C(=O)OCC(=O)Nc2cccc(S(=O)(=O)N3CCOCC3)c2)ccc1OCC(C)C
#11 CS(=O)(=O)Nc1cccc(C2=NN(S(=O)(=O)c3ccc(F)cc3)C(c3cccs3)C2)c1 (centres undefined)
#12 COC(=O)[C@]1(C)N[C@H](CN(C)C(C)=O)[C@@H]2C(=O)N(C)C(=O)[C@@H]21
#13 CC(C)CO/C(=N/S(=O)(=O)c1ccccc1)c1ccccc1
#14 O=C(CN1C(=O)/C(=C\C=C\c2ccccc2)SC1=S)Nc1ccc(F)cc1
#15 COc1ccc(N(C(=O)Cn2nnc(-c3ccccc3F)n2)C(C(=O)NCC2CCCO2)c2ccc(Cl)cc2)cc1 (centres undefined)
#16 CC(C)CCn1c(NCCc2ccccc2)nc2c1c(=O)n(C)c(=O)n2C
#17 N/C(=N\OC(=O)c1ccccc1[N+](=O)[O-])c1cccnc1
#18 Cc1cc(SCCC(=O)O)nc2ccccc12
#19 CC(C)(C)n1nc2c(c1NC(=O)COc1ccccc1F)CS(=O)(=O)C2
#20 Cc1ccc(NCCCn2cnc(C(=O)Nc3ccc(C)c(C)c3)n2)cc1C

Assay by compound,9,10,11,12,13,14,15,16,17,18,19,20
M5 PAM,-1,4,-11,-3,-3,3,8,-8,-1,5,11,0
CHRM4 antagonist,-1,-3,-15,-7,-2,2,2,-4,-2,-11,-6,-18
CHRM5 antagonist,11,-4,8,-2,2,1,1,4,9,-1,1,-12
CHRM4 agonist,6,0,4,0,1,1,1,0,2,0,1,0
CHO-K1 Ca antag,-10,-3,-8,4,0,0,-9,-9,-12,-7,-12,-14
CHRM5 agonist,1,1,-1,1,0,-2,-3,-4,-2,-3,1,3
M1 PAM parental,2,14,8,6,5,-3,5,7,16,29,8,0
M1 ag parental,5.2,1.0,1.0,0.5,0.4,0.2,0.7,0.0,0.5,1.4,1.0,-0.6
M4 PAM,-8,4,10,7,1,2,6,-4,4,20,1,7

Exported with two lines to a compound: entries from further up.
Results follow in this order: M5 PAM | CHRM4 antagonist | CHRM5 antagonist | CHRM4 agonist | CHO-K1 Ca antag | CHRM5 agonist | M1 PAM parental | M1 ag parental | M4 PAM
12: COC(=O)[C@]1(C)N[C@H](CN(C)C(C)=O)[C@@H]2C(=O)N(C)C(=O)[C@@H]21
  -3 | -7 | -2 | 0 | 4 | 1 | 6 | 0.5 | 7
14: O=C(CN1C(=O)/C(=C\C=C\c2ccccc2)SC1=S)Nc1ccc(F)cc1
  3 | 2 | 1 | 1 | 0 | -2 | -3 | 0.2 | 2
20: Cc1ccc(NCCCn2cnc(C(=O)Nc3ccc(C)c(C)c3)n2)cc1C
  0 | -18 | -12 | 0 | -14 | 3 | 0 | -0.6 | 7

New compounds follow.
#21 CCc1cccc(C)c1NC(=O)CCN1C(=O)NC(C)(C)C1=O
#22 Cc1cnc(C(=O)OCC(=O)Nc2ncc(Cl)cc2Cl)cn1
#23 Cc1ccccc1NC(=O)CN(C)S(=O)(=O)c1ccc(-c2ccc(=O)[nH]n2)s1
#24 Cc1ccc(S(=O)(=O)/N=C2/NC(=O)/C(=C\c3ccco3)S2)cc1
#25 Cc1cccc(NC(=O)COC(=O)c2cc(C)oc2C)c1
#26 CCCCNC(=O)COC(=O)c1c2c(nc3ccccc13)/C(=C/c1cccs1)CC2
#27 CCOc1ccc(-c2nnc(N)s2)cc1
#28 CS(=O)(=O)N1CCc2cc(C(=O)N3CCOCC3)ccc21
#29 CSC(=NCc1cccnc1)NS(=O)(=O)c1cccs1
#30 CCC(C)(C(=O)NC1CCCC1)N(C(=O)CNC(C)=O)c1ccc(C)cc1 (centres undefined)

Assay by compound,21,22,23,24,25,26,27,28,29,30
M5 PAM,2,3,2,1,-3,-9,6,1,-4,12
CHRM4 antagonist,-1,6,-16,4,3,8,-1,0,-10,-1
CHRM5 antagonist,9,4,-8,-3,10,6,-2,-6,-3,-4
CHRM4 agonist,1,0,4,2,2,3,0,1,1,1
CHO-K1 Ca antag,0,-6,-5,-6,4,-10,-19,0,-20,-1
CHRM5 agonist,5,2,-5,1,-3,-3,-2,2,-2,-1
M1 PAM parental,-8,-8,-10,11,-5,6,19,9,20,10
M1 ag parental,1.6,-0.3,1.7,1.3,0.1,0.8,-0.4,0.0,0.5,0.5
M4 PAM,4,-2,2,-1,1,-13,6,13,11,-3

#31 COc1cn(-c2ccccc2)nc1C(=O)NCc1ccc(C)cc1
#32 O=C(Nc1ccc(Cl)c([N+](=O)[O-])c1)ONC1=NCCCCC1
#33 CCOC(=O)c1sc2ncnc(N3CCN(c4ccc(OC)cc4)CC3)c2c1C
#34 O=c1oc(-c2ccc(O)c(O)c2)cc2cc(O)cc(O)c12
#35 CCC(C(=O)NCc1ccco1)n1nc(C)c2c(C)n(-c3ccc(C)cc3)nc2c1=O (centres undefined)
#36 COc1ccc(OC)c(/C=N/NC(=O)c2cnccn2)c1
#37 CS(=O)(=O)c1ccccc1C(=O)NC1CCCc2ccccc21 (centres undefined)
#38 CN(C)c1cccc2c(C=C(C#N)C#N)ccc(N(C)C)c12
#39 O=[N+]([O-])c1cc([N+](=O)[O-])c(Oc2ccc(Cl)c3cccnc23)cc1NN1CCCCC1
#40 Cc1cc(OCCn2ccnc2)cc(C)c1Cl

Assay by compound,31,32,33,34,35,36,37,38,39,40
M5 PAM,-2,1,5,0,7,4,-5,-6,-8,3
CHRM4 antagonist,-7,7,9,4,-10,12,10,5,2,7
CHRM5 antagonist,4,11,-3,2,1,-1,2,10,12,10
CHRM4 agonist,1,2,0,3,2,0,2,1,-1,3
CHO-K1 Ca antag,-7,-11,-14,8,-9,-8,-4,1,-9,-9
CHRM5 agonist,-4,1,0,4,-4,-1,-4,0,3,-13
M1 PAM parental,16,10,7,8,29,15,-13,11,6,19
M1 ag parental,-0.9,1.9,0.1,1.1,2.2,1.0,1.4,-0.1,-0.1,2.8
M4 PAM,-1,-3,-6,0,-3,0,-8,-4,3,-4

#41 CC(C)(C)NCC(O)COc1ccccc1C1CCCC1 (centres undefined)
#42 COc1ccc(N2C3=C(C(=O)CC(C)(C)C3)C(c3cnn(C)c3)C3=C2CC(C)(C)CC3=O)cc1
#43 COc1ccc(N(CC(=O)NN=C2CCCCCCC2)S(=O)(=O)c2ccccc2)cc1Cl
#44 CCOc1ccc(CC(=O)OCN2C(=O)c3ccccc3C2=O)cc1
#45 CC(C)(NO)/C(=N\O)c1ccccc1
#46 Cn1c(SCC(=O)c2ccc(F)cc2)nnc1-c1ccccc1N
#47 CCOC(=O)C1CCCN(C(=O)c2cc(S(=O)(=O)N3CCCCC3)ccc2C)C1 (centres undefined)
#48 COc1cc2nc(C3CC3)n(NC(=O)c3ccc(Cl)cc3)c(=O)c2cc1OC
#49 CC(C)(C)NC(=O)C(c1cccs1)N(C(=O)c1csnn1)c1ccccc1F (centres undefined)
#50 COC(=O)[C@@]1(C(C)C)N=C(c2cc(OC)c(OC)c(OC)c2)[C@]2(O1)C(=O)Nc1ccccc12

Assay by compound,41,42,43,44,45,46,47,48,49,50
M5 PAM,-6,-12,-3,-6,9,0,0,1,9,4
CHRM4 antagonist,9,18,16,2,1,-13,11,-1,4,-6
CHRM5 antagonist,11,10,7,-1,2,0,4,-1,-4,-6
CHRM4 agonist,8,23,0,2,0,2,1,2,0,1
CHO-K1 Ca antag,3,5,-4,11,-15,-7,0,-18,-15,-26
CHRM5 agonist,2,3,0,-8,-3,-3,2,-2,2,2
M1 PAM parental,5,-10,17,-1,19,16,7,-2,15,28
M1 ag parental,3.7,4.5,0.9,0.3,0.7,0.7,1.9,1.0,0.3,1.6
M4 PAM,-7,-6,10,4,7,3,3,14,-5,7

As entered above:
entry 43 in M1 PAM parental reads 17
entry 44 in CHRM4 agonist reads 2

New compounds follow:
#51 Cc1nnc(Oc2ccc([N+](=O)[O-])cc2)c2ccccc12
#52 COc1ccc(S(=O)(=O)N2CCOCC2)cc1NC(=O)CN1CCCC1
#53 Cc1c(NC(NC(=O)CC(C)C)C(Cl)(Cl)Cl)c(=O)n(-c2ccccc2)n1C (centres undefined)
#54 O=C(NCCO)c1ccc2[nH]c3ccccc3c2c1
#55 Cc1ccccc1NC(=O)Cc1nc(COC(=O)c2nccnc2N)cs1
#56 CC(C)C[C@@]12C(=O)N(c3cccc(Cl)c3)C(=O)N1[C@H](c1ccc(F)cc1)[C@@H]1C(=O)N(C3CCCCC3)C(=O)[C@@H]12
#57 CCCNC(=O)c1cc(C2CCCCN2C(=O)c2ccccc2)on1 (centres undefined)
#58 CSc1cccc(NC(=O)Nc2nc3c(C)cccc3s2)c1
#59 COc1ccc(-n2nc(C(C)=O)c(=O)[nH]c2=O)cc1
#60 O=[N+]([O-])c1ccccc1NCc1c(O)ccc2ccccc12
#61 C=CCSc1n[nH]c(-c2ccccc2)n1
#62 Cc1c(Cl)cccc1Nc1nc(N)nc(CSCCO)n1

Assay by compound,51,52,53,54,55,56,57,58,59,60,61,62
M5 PAM,-1,8,17,0,4,13,-1,-4,2,0,2,5
CHRM4 antagonist,1,2,6,4,-17,0,-8,1,-1,6,5,4
CHRM5 antagonist,5,-1,0,8,-1,3,0,13,2,3,-2,9
CHRM4 agonist,0,1,1,0,4,0,0,11,0,0,1,1
CHO-K1 Ca antag,-9,-2,-4,-7,-10,-1,-11,-2,13,-9,-13,-11
CHRM5 agonist,-3,-2,2,-2,1,0,1,0,1,-1,-4,-2
M1 PAM parental,5,16,6,1,9,-5,13,-17,-7,3,19,21
M1 ag parental,0.0,0.8,0.2,-0.1,0.5,-0.1,0.9,3.1,0.4,0.9,0.9,1.5
M4 PAM,2,0,-2,8,10,15,5,-5,-1,4,-1,18
